# GLA spleen mod: inhibits or activates alpha-galactosidase in human spleen homogenate; P06280; human spleen homogenate, 4MU-alpha-Gal fluorescence, 40 min; Potency, µM (top dose mostly 80 µM), for inactives: at the highest dose activity change, negative = inhibition, hits mostly inhibitors; 0.008% of 240,000 active; AID 2107;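 further: 0% = enzyme with vehicle and -100% = no enzyme basal signal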
#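 qHTS titration in buffer at pH 5.0. Alpha-galactosidase activity in spleen homogenate was measured via 4-methylumbelliferone release from 1 mM fluorogenic substrate after 40 min at 37C and a pH 10 stop. AC50 came from Hill fits of control-normalized data.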
# GAA glycogen: inhibitors or activators of human alpha-glucosidase glycogen cleavage; recombinant GAA, glycogen substrate, Amplex Red glucose oxidase fluorescence; 0.38% of 300,000 active; Potency, µM (top dose mostly 76.4 µM), inactives show at the top dose activity change, negative = inhibition, hits mostly inhibitors; P10253;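 further: 0% = full enzyme reaction and -100% = no-enzyme basal signal; the screen sought inhibitors and activators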
#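 Recombinant human alpha-glucosidase (4 nM final) hydrolysed bovine liver glycogen (30 ug) for 40 min at 37 C in pH 5.0 citrate/phosphate with 0.01% Tween-20. Released glucose detected by glucose oxidase/Amplex Red, Ex 573/Em 610 nm. Compounds up to 77 uM; AC50 from Hill fits.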
# ALDH1A1 inh: inhibitors of human aldehyde dehydrogenase 1A1 | P00352 | Purified ALDH1A1, NADH fluorescence, propionaldehyde substrate | Potency, µM (doses to about 75.3 µM), without a hit: at the top dose activity, negative = inhibition, actives largely listed as inhibitors | 7.3% of 220,000 active; active means well fitted inhibition curve with a large enough effect, not every such curve was filed as active; inconclusive means small, poorly fitted or top-dose-only effect, or another doubt; inactive means no such curve, though single readings can be large or run the other way;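 further: plate controls were no enzyme wells and a reference inhibitor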
# Target sequence (P00352 whole entry, looked up): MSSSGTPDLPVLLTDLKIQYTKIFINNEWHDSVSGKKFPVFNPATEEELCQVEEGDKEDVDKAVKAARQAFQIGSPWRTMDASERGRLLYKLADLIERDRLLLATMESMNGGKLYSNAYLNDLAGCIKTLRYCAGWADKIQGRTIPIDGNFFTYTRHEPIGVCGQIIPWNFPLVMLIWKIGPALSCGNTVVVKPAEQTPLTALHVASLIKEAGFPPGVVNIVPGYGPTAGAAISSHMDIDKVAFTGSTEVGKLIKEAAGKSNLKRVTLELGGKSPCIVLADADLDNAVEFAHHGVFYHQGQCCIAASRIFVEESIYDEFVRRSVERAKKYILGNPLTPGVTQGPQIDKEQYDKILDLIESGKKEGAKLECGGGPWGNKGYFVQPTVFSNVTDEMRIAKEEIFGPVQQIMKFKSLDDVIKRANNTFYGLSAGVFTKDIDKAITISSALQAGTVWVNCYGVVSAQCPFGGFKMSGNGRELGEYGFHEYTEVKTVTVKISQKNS
# NPSR antag: antagonists of human neuropeptide S receptor cAMP signaling | CHO-NPSR cells, cAMP TR-FRET, antagonist mode | 1% of 220,000 active | Potency, µM (series often up to 38.3 µM), for inactives: at the highest dose activity change, negative = inhibition, most hits filed as inhibitors; further: on the % scale 0 is the no-effect control and ±100 the full control effect; nearly all actives have a fitted effect of over 50% in size; many of its hits are not listed in these tables
# Target sequence (Q6W5P4 whole entry, looked up): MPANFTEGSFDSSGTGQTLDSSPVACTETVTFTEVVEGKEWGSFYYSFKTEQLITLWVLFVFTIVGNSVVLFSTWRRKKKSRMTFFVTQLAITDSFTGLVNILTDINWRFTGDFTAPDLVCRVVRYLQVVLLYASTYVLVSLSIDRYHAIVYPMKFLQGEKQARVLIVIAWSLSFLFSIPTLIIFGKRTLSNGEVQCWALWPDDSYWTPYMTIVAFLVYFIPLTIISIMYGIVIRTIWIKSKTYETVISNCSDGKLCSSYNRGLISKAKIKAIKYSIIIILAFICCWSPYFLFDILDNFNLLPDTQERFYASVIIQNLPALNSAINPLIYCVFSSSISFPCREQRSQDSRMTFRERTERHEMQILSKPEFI
# Tau fluor counter: counter-screen for tau fibril formation inhibitors; tau K18 P301L (four-repeat tau fragment) Alexa594 fluorescence, heparin fibrillization; Potency, µM (top dose mostly 57.7 µM), inactives show at the highest dose activity change, negative = decrease; 0.93% of 280,000 active; AID 1463; further: on the % scale 0 is the no-effect control and ±100 the full control effect; nearly all actives have a fitted effect of over 55% in size
#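 Human K18 P301L tau (15 uM unlabeled plus 0.24 uM Alexa 594-labeled, final) in 100 mM sodium acetate pH 7 was mixed with compound and 20 uM heparin and incubated 6 hr at 37 C.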
# GAA inh: alpha-glucosidase (human) inhibition. purified human GAA, 4-MU-alpha-glucoside fluorescence. Potency, µM (top dose mostly 76.9 µM), without a hit: at the highest dose activity change, negative = inhibition, hits mostly inhibitors. AID 1466. 0.005% of 200,000 active;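 further: plate controls were uninhibited enzyme wells for no effect and no-enzyme background for full effect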
#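 qHTS format, compound range up to 77 uM. Human lysosomal enzyme at 4 nM, 400 uM 4-MU glucoside substrate, pH 5.0, 20 min room temperature; fluorescence after alkaline stop gives activity normalized to controls.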
# GAA spleen mod: lysosomal alpha-glucosidase (human) modulation; human spleen homogenate, 4-MU-alpha-glucoside fluorescence; AID 2112; 0.006% of 240,000 active; P10253; Potency, µM (doses to about 79.9 µM), without a hit: top-dose activity change, negative = inhibition, most hits filed as inhibitors;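 further: 0% = enzyme with vehicle and -100% = no enzyme basal signal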
#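 AC50 values come from Hill-equation fits of concentration-response data, normalized to no-enzyme and full-activity controls. Enzyme source: 1 ug human spleen homogenate; 1 mM fluorogenic 4-MU glucoside, pH 5.0 citrate buffer, 37 C, 40 min.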
# Epigenetic derep: regulators of epigenetic silencing causing reporter derepression in mouse cells | murine LDR cells, GFP reporter derepression, 30 h | Potency, µM (top dose mostly 53.9 µM), inactives show at the highest dose GFP activation, actives largely listed as activators | 0.2% of 280,000 active; further: % of control where 0% means no effect; nearly all actives have a fitted effect of over 60% in size
#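 Murine LDR cells carrying a silenced, genomically integrated CMV-driven GFP reporter were exposed to compound for 30 hours at 37 C. After PBS washes, GFP-positive cells (20–120 um objects) were counted by laser-scanning microplate cytometry.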
# * = called active by the depositor; ? = inconclusive; . = no result given; [ ] = dose if it differs, or a comment. Unless noted, the call rests on the fitted dose curve; in most records, active means well fitted curve in the direction sought with a large enough effect; inconclusive means small, poorly fitted or top-dose-only effect, or another doubt; inactive means no such curve, though single readings can be large; an effect the other way counts as inactive or inconclusive. Potency means the concentration at half of the fitted maximal effect. Some of the compounds tested (hit frequency here may not be typical).
# Below each compound: GLA spleen mod	GAA glycogen	ALDH1A1 inh	NPSR antag	Tau fluor counter	GAA inh	GAA spleen mod	Epigenetic derep
1. COc1ccc(C)cc1NC(=O)CSc1nnc(COc2ccc(C)cc2)n1Cc1ccco1
    0%	-10%	?	?	-25%	-7%	0%	-1.9%
2. CC(=O)c1cccc(NC(=O)C2CCN(C(=O)c3ccc([N+](=O)[O-])cc3)CC2)c1
    1%	6%	8%	-7%	3%	2%	-17%	-1.8%
3. CCCS(=O)(=O)N1CCC(C(=O)NCCCN2CCC(Cc3ccccc3)CC2)CC1
    7%	-5%	8%	13%[46.1 µM]	-8%	?	-2%	-1.0%
4. CC(=O)NCC(=O)N(Cc1ccco1)C1(C(=O)NC2CCCCC2)CCCCC1
    8%	2%	1%	-4%[46.1 µM]	-1%	-7%	1%	-1.0%
5. COc1cccc(C(C(=O)NC2CCCC2)N(C(=O)c2ccco2)c2ccc(-n3cnnn3)c(C)c2)c1OC (stereo unspecified)
    2%	-8%	-2%	5%	1%	-8%	-8%	5.1%
6. COc1ccc(C(=O)NNC(=O)c2ccccc2[N+](=O)[O-])cc1Br
    2%	1%	-6%	9%	-6%	3%	-13%	-0.9%
7. COc1ccc(-c2ccc(C#N)c(SCC(=O)Nc3sc4c(c3C#N)CCC4)n2)cc1OC
    5%	-6%	-10%	-11%[46.1 µM]	-28%	-7%	4%	-2.3%
8. CN(C)/C=N/c1ncc(C(=O)c2ccc(Cl)cc2Cl)s1
    -10%	7%	?	-14%	2%	-8%	-20%	-1.4%
9. CC(=O)c1cccc(NC(=O)CC2S/C(=N/N=C/c3ccccc3)NC2=O)c1 (stereo unspecified)
    -1%	-1%	-5%	-4%	-4%	-8%	0%	-0.1%
10. O=C(NC1CCCCC1)C1c2ccccc2C(=O)N1Cc1ccc2c(c1)OCO2 (stereo unspecified)
    2%	3%	0%	-19%	-1%	2%	6%	-1.4%
11. C=CCSc1nc(C)c(CC=C)c(=O)[nH]1
    9%	6%	?	-8%[46.1 µM]	10%	-6%	5%	-6.3%
12. CCCc1nc2ccccc2c(C(=O)OCC(=O)Nc2c(C)n(C)n(-c3ccccc3)c2=O)c1CC
    8%	-5%	?	-4%[46.1 µM]	-7%	-2%	-1%	0.0%
13. CCCCC(=O)Nc1cc(OC)c(NC(=O)C2CCCCC2)cc1OC
    6%	-5%	-8%	-2%[46.1 µM]	-16%	1%	0%	4.0%
14. CC12CCC(C(=O)Nc3c(Cl)cccc3Cl)(C(Br)C1=O)C2(C)C (stereo unspecified)
    -1%	7%	-3%	8%	6%	0%	-7%	-13%
15. CNc1nc(-c2ccc3c(c2)CCN3C(=O)c2ccccc2C)cs1
    3%	-6%	13µM*	-6%	-28%	-1%	3%	0.0%
16. O=C(Cc1n[nH]c(=O)c2ccccc12)N1CCN(c2ccc(F)cc2)CC1
    -3%	15%	6%	4%	1%	-10%	3%	-2.9%
17. CCc1ccc2[nH]c(=O)c(C3C(C#N)=C(N)Oc4c3ccc3cccnc43)cc2c1 (stereo unspecified)
    1%	?	?	-22%[46.1 µM]	?	-4%	3%	-1.1%
18. CC(C)c1ccccc1NC(=S)N(C)C
    -9%	14%	6%	-21%	-14%	-10%[15.4 µM]	1%	7.4%
19. COc1ccc(CC(=O)n2nc(-c3ccc(Cl)cc3)nc2NCc2ccco2)cc1
    1%	-5%	-11%	-25%[46.1 µM]	-20%	1%	11%	0.9%
20. O=C1ON=C(c2ccccc2)/C1=C/c1ccc(-c2ccccc2[N+](=O)[O-])o1
    -4%	-3%	10µM*	7.9µM*	-26%	2%	-3%	-1.0%
21. COc1ccc(NC(=O)Cn2nc(Cc3cccnc3)c3ccccc3c2=O)cc1OC
    -2%	0%	12%	-7%[46.1 µM]	-4%	2%	-6%	0.0%
22. O=C(CC1C(=O)NCCN1C(=O)Nc1ccc(F)cc1F)Nc1ccc(F)cc1 (stereo unspecified)
    1%	6%	-3%	8%	-15%	-3%[15.4 µM]	4%	-0.3%
23. O=C(O)[C@H]1CCCNC1
    -1%	.	7%	.	-5%	.	-2%	0.3%
24. CCCOc1cccc(C(=O)Nc2ccc(Br)cc2F)c1
    4%	-5%	1%	1%	-4%	-2%	-18%	-0.9%
25. O=C(Nc1ccc(Cc2ccc(NC(=O)N3CCOCC3)cc2)cc1)N1CCOCC1
    9%	8%	7%	-2%[46.1 µM]	-9%	-9%	10%	0.0%
26. Cc1cc(CN(C)C(=O)CC2C(=O)NCCN2Cc2ccc(F)c(F)c2)on1 (stereo unspecified)
    -6%	-6%	?	0%	8%	5%	-4%	3.1%
27. CCOc1ccc(C2C(C(=O)Nc3ccc(F)cc3)=C(C)Nc3nc(CCCO)nn32)cc1 (stereo unspecified)
    -1%	7%	-1%	-4%[46.1 µM]	-16%	?	0%	0.8%
28. COCC(=O)N(Cc1nc2ccccc2c(=O)[nH]1)Cc1cccs1
    0%	4%	15%	-5%[46.1 µM]	-6%	-6%	2%	-2.2%
29. Cc1nc(NC(=S)NC(=O)c2cncc(Br)c2)ccc1Br
    -5%	-1%	6%	30%	2%	-9%	-1%	-0.1%
30. CC(C)(C)NC(=O)CN(Cc1cccs1)C(=O)C1COc2ccccc2O1 (stereo unspecified)
    0%	10%	?	-15%[46.1 µM]	-5%	?	-10%	-1.8%
31. COc1ccc(N2C(=O)CC(NCc3ccncc3)C2=O)cc1 (stereo unspecified)
    -2%	4%	?	4%[46.1 µM]	0%	1%	-2%	-1.8%
32. O=C(/C=C/c1cccs1)N1CCN(Cc2ccc3c(c2)OCO3)CC1
    6%	-6%	-1%	-3%	5%	3%	0%	-0.9%
33. O=C(CSc1nc2ccccc2o1)N1CCN(c2ccc(Cl)cc2)CC1
    3%	0%	?	-10%[46.1 µM]	1%	-12%	1%	3.9%
34. COc1ccc(C2/C(=C(/O)c3ccccc3)C(=O)C(=O)N2c2ncccn2)cc1OC (stereo unspecified)
    -6%	8%	-6%	1%	3%	-5%	-5%	-2.2%
35. O=C(Nc1c(C(=O)N2CCOCC2)cnn1-c1ccccc1Cl)c1ccco1
    12%	5%	8%	0%[46.1 µM]	1%	?	-13%	-1.0%
36. CS(=O)(=O)N1CCN(c2nnc(-c3ccccc3)c3ccccc23)CC1
    5%	8%	-3%	-14%[46.1 µM]	8%	-14%	1%	-1.2%
37. Cc1ccc(NC(=O)CSc2nnc(Cc3cccn3C)n2-c2ccc(F)cc2)cc1
    4%	-2%	?	-18%	-17%	-6%	3%	-1.0%
38. COc1cccc(CSc2nnc(-c3ccco3)n2C)c1
    -4%	1%	?	13%[46.1 µM]	-1%	2%	2%	2.2%
39. COc1ccc(-c2csc(C3=C(O)CN(Cc4ccc(Cl)cc4)C3=N)n2)cc1OC
    -5%	1%	7%	-17%[46.1 µM]	?	3%	1%	10%
40. O=C(c1ccco1)N1N=C(c2cccs2)CC1c1ccco1 (stereo unspecified)
    1%	-10%	7%	0%	9%[2.34 µM]	-4%	-15%	-0.1%
41. CSc1nsc(SCC(=O)Nc2ccc(Br)cn2)n1
    -5%	11%	?	-25%[46.1 µM]	?	-11%	-3%	0.0%
42. CCOc1ccc(S(=O)(=O)NC(C)(C)C)cc1-c1nc2c(C(C)(C)C)nn(C)c2c(=O)[nH]1
    -14%	-11%	-12%	?	-20%	-5%	-9%	1.6%
43. Cc1c(N(C)C(=O)C2CCCN2S(=O)(=O)c2ccccc2)c(=O)n(-c2ccccc2)n1C (stereo unspecified)
    -1%	-1%	1%	-8%[46.1 µM]	5%	-10%	-5%	-2.1%
44. CN(C)c1nc(N(C)C)nc(N(C#N)CCOc2ccccc2)n1
    ?	-6%	?	-42%	-25%	-10%	-5%	-1.0%
45. CN(CCCNC(=O)CSc1cc(=O)n(C)c2cc(Cl)ccc12)Cc1ccccc1
    4%	-14%	8%	-36%	2%	-1%	8%	-1.8%
46. CN(c1ccccc1)S(=O)(=O)c1ccc(NC(=O)C2CCCCC2C(=O)O)cc1 (stereo unspecified)
    3%	9%	0%	7%[46.1 µM]	5%	4%	0%	-1.1%
47. O=C(NCc1ccccc1)c1cc(=O)[nH]c2ccccc12
    10%	1%	-2%	-9%[46.1 µM]	-8%	-2%	-11%	1.5%
48. Cc1cc(NC(=O)/C=C/c2ccc(Br)cc2)no1
    0%	2%	-4%	-6%	-3%	1%	-13%	-3.8%
49. CCc1ccc(NC2=NCC(=O)N2Cc2ccc3c(c2)OCO3)cc1
    1%	-4%	3%	?	-18%	2%	-2%	0.0%
50. CC/C=C\C/C=C\C/C=C\C/C=C\C=C\C(O)CCCC(=O)O (stereo unspecified)
    5%	.	-2%	.	-4%	.	3%	1.1%
51. FC(F)(F)c1cnc(Sc2nc3nccc(-c4ccc(Cl)cc4)n3n2)c(Cl)c1
    -1%	-4%	?	?	-11%	-6%	-1%	0.1%
52. Cc1cccc(C(=O)O/N=C2\CCCc3ccccc32)c1
    3%	0%	-1%	-14%[46.1 µM]	-13%	2%	3%	-1.1%
53. Cc1cc(N2CCN(C3CCCCC3)CC2)nc2cccc(O)c12
    -5%	?	1%	-8%[46.1 µM]	-15%	0%	0%	0.0%
54. Cc1cc(C)n(CC(=O)O)n1
    -6%	-14%	-5%	-9%[46.1 µM]	2%	3%	-10%	-1.2%

# From compound 46 as far as 51, as listed above:
# Below each compound: GLA spleen mod	GAA glycogen	ALDH1A1 inh	NPSR antag	Tau fluor counter	GAA inh	GAA spleen mod	Epigenetic derep
46. CN(c1ccccc1)S(=O)(=O)c1ccc(NC(=O)C2CCCCC2C(=O)O)cc1 (stereo unspecified)
    3%	9%	0%	7%[46.1 µM]	5%	4%	0%	-1.1%
47. O=C(NCc1ccccc1)c1cc(=O)[nH]c2ccccc12
    10%	1%	-2%	-9%[46.1 µM]	-8%	-2%	-11%	1.5%
48. Cc1cc(NC(=O)/C=C/c2ccc(Br)cc2)no1
    0%	2%	-4%	-6%	-3%	1%	-13%	-3.8%
49. CCc1ccc(NC2=NCC(=O)N2Cc2ccc3c(c2)OCO3)cc1
    1%	-4%	3%	?	-18%	2%	-2%	0.0%
50. CC/C=C\C/C=C\C/C=C\C/C=C\C=C\C(O)CCCC(=O)O (stereo unspecified)
    5%	.	-2%	.	-4%	.	3%	1.1%
51. FC(F)(F)c1cnc(Sc2nc3nccc(-c4ccc(Cl)cc4)n3n2)c(Cl)c1
    -1%	-4%	?	?	-11%	-6%	-1%	0.1%

# Assay outcomes as filed in PubChem.
